# Vif inh = HIV Vif self-association inhibitors, primary screen, imaging, HEK293T, single point; actives 0.35% (n = 340,000); HEK293T cells, Vif self-association by quenched fluorescence, 24 h; inhibition, % at 7.49 µM; AID 602346, 2012; in the data active means inhibition above about 50%, passing the limit was not always enough; further: some results filed as inactive read as strong as hits
# ABCB6 inh MLPCN = ABCB6 transporter inhibitors, primary screen, K562-ABCB6 cells, flow cytometry, MLPCN library; actives 0.19% (n = 360,000); AID 602162, 2011; ATP-binding cassette sub-family B member 6 (Homo sapiens), Q9NP58; K562-ABCB6 porphyrin accumulation, 1 h; hits give low values; fluorescence ratio to DMSO, % at 10 µM;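 active means fluorescence ratio to DMSO below 75%, the collection mean minus 3 SD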;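 further: signal is porphyrin accumulated inside mitochondria; 100% equals median channel fluorescence of DMSO control wells; lower ratio means ABCB6 inhibition with less porphyrin fluorescence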
# Target sequence (Q9NP58 whole entry, looked up): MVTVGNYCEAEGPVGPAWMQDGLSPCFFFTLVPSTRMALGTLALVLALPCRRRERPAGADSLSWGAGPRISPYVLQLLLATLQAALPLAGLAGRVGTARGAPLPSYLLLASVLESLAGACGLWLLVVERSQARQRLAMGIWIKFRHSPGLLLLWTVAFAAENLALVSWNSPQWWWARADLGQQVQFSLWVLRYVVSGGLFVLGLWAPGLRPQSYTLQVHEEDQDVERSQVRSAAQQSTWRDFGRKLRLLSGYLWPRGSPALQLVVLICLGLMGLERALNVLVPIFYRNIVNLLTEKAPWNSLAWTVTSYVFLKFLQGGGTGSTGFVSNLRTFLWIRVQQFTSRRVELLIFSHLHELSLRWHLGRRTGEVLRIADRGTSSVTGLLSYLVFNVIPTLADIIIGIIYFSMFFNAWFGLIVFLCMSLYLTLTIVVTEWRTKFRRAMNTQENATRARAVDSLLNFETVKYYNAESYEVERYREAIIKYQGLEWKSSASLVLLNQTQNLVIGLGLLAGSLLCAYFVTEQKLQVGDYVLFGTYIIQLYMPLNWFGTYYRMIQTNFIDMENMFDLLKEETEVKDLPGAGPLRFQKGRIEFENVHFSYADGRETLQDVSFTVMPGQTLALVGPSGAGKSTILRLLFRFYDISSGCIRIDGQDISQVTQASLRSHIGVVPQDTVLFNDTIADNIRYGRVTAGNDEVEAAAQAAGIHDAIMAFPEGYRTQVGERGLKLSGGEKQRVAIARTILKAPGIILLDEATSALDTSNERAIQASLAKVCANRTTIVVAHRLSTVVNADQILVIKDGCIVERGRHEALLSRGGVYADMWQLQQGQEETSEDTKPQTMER
# MC4R antagonist = MC4R antagonists of cAMP signaling, primary screen, cell-based, TR-FRET, antagonist arm of biased-ligand search | inhibition, % at 6.5 µM | actives 0.48% (n = 360,000) | MC4R-expressing cells, MTII-stimulated cAMP, LANCE TR-FRET;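 active means inhibition above its plate's cutoff, the mean of tested wells on that plate plus 3 SD, cut at about 29% in these data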;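 further: 0% = Melanotan II alone and 100% = Melanotan II plus saturating MCL0020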
#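 Assay system: human MC4R-expressing U2OS cells; reagent: Melanotan II stimulation of cells; dosing: 6.5 µM single dose; timing: compound 30 min, challenge 1 h, detection 1 h; signal: TR-FRET cAMP assay; replicates: one well per compound, no replicates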
# MC4R ag barr = MC4R agonists recruiting beta-arrestin, primary screen, cell-based, luminescence, agonist arm of biased-ligand search. Melanocortin receptor 4 (Homo sapiens), P32245. U2OS MC4R beta-arrestin complementation; percent of melanotan II response, DMSO zero. activation, % at 8.9 µM. actives 0.98% (n = 360,000). AID 540308, 2011;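 active means activation above a per-plate cutoff, the mean activation of sample wells on that plate plus 3 SD, cut at about 8% in these data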
# H9c2 protect = cardioprotection against H2O2-induced cell death, primary screen, uHTS, H9c2 cells, ATPLite luminescence; actives 0.63% (n = 360,000); AID 588492, 2011; H9c2 cardiomyocytes, H2O2 injury protection, 2 h; protection from H2O2 cell death, % at 20 µM;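 active means compounds giving at least 50% protection of heart cells from peroxide-induced death in the single-dose screen, raw or plate-pattern-corrected value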;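 further: 0% = DMSO wells with peroxide and 100% = DMSO wells without peroxide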
# aDG glyco act = activators of alpha-DG glycosylation, primary screen, uHTS, Pro5-aDG cells, AlphaScreen; alpha-DG glycosylation AlphaScreen (IIH6); 0% Pro5, 100% B10-LARGE cell signal; activation, % at 10 µM; actives 0.22% (n = 360,000);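 active means activation of at least 8% versus controls, or a plate z-score of at least 8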;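 further: Pro5 are CHO cells carrying HIG-tagged alpha-DG that lacks glycosylation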
# N-glyco inh = increase of ERlucT glycosylation luciferase signal, primary screen, N-linked glycosylation inhibitor project, D54 ERlucT cells, luminescence, set 2; D54 ERlucT glycosylation luciferase reporter, 24 h; percent of 100 nM tunicamycin response; reporter increase, % at 12.5 µM; actives 0.23% (n = 360,000); AID 588692, 2011;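 active means mean luciferase reporter signal, scaled so untreated is 0 and the glycosylation-blocking control 100, at or above a set limit in every replicate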;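 further: luciferase carries N-glycosylation sites so blocking glycosylation raises the light; 0% = median of neutral control wells and 100% = median of 100 nM tunicamycin wells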
# PDI turbidity = inhibitors of human PDI, primary screen, biochemical, turbidity, single point, plate reader; Protein disulfide-isomerase (Homo sapiens), P07237; PDI insulin aggregation turbidity, A650, 90 min; inhibition, % at 10 µM; actives 0.052% (n = 350,000);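 active means mean inhibition across replicates of 30% or more, whatever share of single replicates reach that level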;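 further: absorbance from insulin aggregation driven by PDI reduction with DTT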
# HTR2A ag = mouse Htr2a agonists via beta-arrestin recruitment, primary screen, cell-based, luminescence; CHO-K1 mHTR2A beta-arrestin complementation; percent of 30 µM serotonin response; activation, % at 7.6 µM; actives 0.66% (n = 360,000);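 active means activation above a run cutoff, the mean activation of all tested compounds plus 3 SD, cut at about 14% in these data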;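 further: 0% = plate median of compound wells and 100% = 30 µM serotonin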
# CaV13 FRET inh = Primary screen for inhibitors of IQ motif and Ca2+-dependent inactivation inhibitor domain binding in CACNA1D, Förster resonance energy transfer in living cells, …; HEK cells, CFP/YFP FRET ICDI-IQ, plate reader, 10 min; percent FRET-ratio fall versus neutral wells; inhibition, % at 12.3 µM; actives 0.098% (n = 340,000);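 active means mean replicate inhibition of at least 30% and at least 1% of replicates passing that level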;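 further: 0% = median of the neutral control wells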
# Numbers without * were called inactive; . = not tested or not shown.
SMILES,Vif inh,ABCB6 inh MLPCN,MC4R antagonist,MC4R ag barr,H9c2 protect,aDG glyco act,N-glyco inh,PDI turbidity,HTR2A ag,CaV13 FRET inh
COc1cc(NC(=O)CCc2c(C)noc2C)c(Cl)cc1C(=O)O,0,99,11,-1.6,13,0.0,4,12,3,-6
O=C(OCc1cn([C@H]2C[C@H](c3ccccc3)N(CC3CCCCC3)C[C@@H]2O)nn1)c1ccccc1,-4,102,11,3.2,-16,3.3,0,-1,-8,-6
CN(Cc1ccco1)S(=O)(=O)c1nnc(NC(=O)c2cccc(Cl)c2)s1,3,92,3,-3.4,-5,0.0,3,-6,-4,-15
COc1ccc(CN2CC(C(=O)NCCN3CCN(c4ccccc4F)CC3)CC2=O)cc1 (stereo not drawn),23,101,1,-1.5,4,0.1,-2,-4,-3,-6
CC1(C)CC(=O)c2sc(NC(=O)c3cccs3)nc2C1,.,91,1,-1.8,-39,-0.1,.,-19,0,-5
Cc1cc(Cl)ccc1C(=O)C1CCCN(C(=O)c2cnsn2)C1 (stereo not drawn),-10,100,4,-2.5,-2,0.4,0,5,2,-4
CCOC(=O)C1CCN(c2c(NC3CCCCCCC3)c(=O)c2=O)CC1,10,94,6,-0.1,7,-0.3,-2,-3,-8,-6
Cc1csc(NC(=O)c2ccoc2C)n1,-9,103,13,-1.4,-5,0.3,2,0,3,-5
CCOc1ccc(Cl)cc1/C=N/NC(N)=O,-4,101,10,-1.3,5,0.0,-1,-5,2,-19
N#Cc1c(N2CCOCC2)nsc1-c1ccc(C(F)(F)F)cc1,-3,93,21,3.5,-1,0.1,0,9,5,-20
C/C(O)=C(/C=NCC(=O)O)C(=O)Nc1nccs1,-3,106,2,0.2,8,-0.3,0,8,2,-4
N#CCCN(CCC#N)S(=O)(=O)c1ccc(C(=O)Nc2nnc(C3=COCCO3)o2)cc1,1,98,-2,-0.2,7,-0.2,2,-2,0,-4
Cc1ccccc1C(=O)NC(NCC1CCCO1)C(Cl)(Cl)Cl (stereo not drawn),3,.,-2,-1.6,2,0.1,1,-12,-1,.
Cc1ccc(S(=O)(=O)NCC(=O)N2CCOCC2)cc1,14,106,2,-0.9,10,-0.1,2,-3,3,-6
CS(=O)(=O)N(CC(=O)NCCSCc1cccc(Cl)c1)c1ccc(F)cc1,-7,100,2,-0.7,1,0.0,-1,7,-6,-1
O=C(NCC1CC1)c1ccc2nc([C@@H]3O[C@H](CO)[C@H](O)[C@H](O)[C@H]3O)[nH]c2c1,-17,93,0,0.6,0,-0.2,-1,9,-1,-10
CCOc1ccc(NC(=O)CN2CCN(c3ccc(F)cc3)CC2)cc1,-4,99,15,4.7,-2,0.0,1,-3,-1,-21
Cc1cc(C)n(CCNC(=O)c2cc(COc3ccc4ncccc4c3)on2)n1,.,99,-1,1.9,-28,0.3,-3,4,6,-2
C=CCNC(=S)Nc1ccc2nc(C)oc2c1,17,92,-3,1.6,2,0.0,2,16,1,2
Nc1nc2ccc(-c3nc4ccccc4o3)cc2s1,-5,97,13,0.0,-31,0.7,-6,15,5,-5

# Just H9c2 protect, N-glyco inh and PDI turbidity, for some of the entries so far:
structure | H9c2 protect | N-glyco inh | PDI turbidity
C/C(O)=C(/C=NCC(=O)O)C(=O)Nc1nccs1 | 8 | 0 | 8
N#CCCN(CCC#N)S(=O)(=O)c1ccc(C(=O)Nc2nnc(C3=COCCO3)o2)cc1 | 7 | 2 | -2

# New compounds follow:
SMILES,Vif inh,ABCB6 inh MLPCN,MC4R antagonist,MC4R ag barr,H9c2 protect,aDG glyco act,N-glyco inh,PDI turbidity,HTR2A ag,CaV13 FRET inh
CCCC(=O)Nc1nc2nc(-c3ccccc3)cc(-c3ccccc3)n2n1,-8,92,4,-1.4,8,-0.4,4,-6,3,-5
Cn1c(=O)c2c(nc(N3CCN(C(=O)c4ccco4)CC3)n2CCSc2ncccn2)n(C)c1=O,3,92,3,-0.7,16,0.1,1,-3,-2,-3
Cc1nc(C)c(C(=O)O)c(-c2ccsc2)c1C(=O)O,3,87,1,-0.6,0,0.0,0,15,1,-4
COC(=O)c1oc2ccccc2c1-n1cccc1,-24,86,-9,-1.2,-4,0.1,0,23,0,-3
CCOC(=O)Cn1c(S(=O)(=O)Cc2cccc(F)c2)nc(-c2ccccc2)c1-c1ccccc1,-6,96,3,0.5,-8,0.1,-14,-7,-4,-4
Cc1nc2ccc(C(C(F)(F)F)(C(F)(F)F)C(F)(F)F)cc2[nH]1,.,99,-1,-1.8,-22,0.6,1,6,1,-4
CC(C)c1ccc(S(=O)(=O)N2CCC(C(=O)NCC3(N(C)C)CCCCC3)CC2)cc1,-1,99,0,-4.0,3,0.0,-2,-1,-3,-3
c1ccc(OCc2nn3c(Cn4cnc5ccccc54)nnc3s2)cc1,-8,102,9,-0.6,-11,0.7,-4,8,3,.
CC1CCN(Cc2c(C(=O)O)nnn2-c2nonc2N)CC1,-2,108,8,-0.2,10,-0.1,0,0,1,-1
CCCCCCCCCn1cc(C(C)=O)c(=O)[nH]c1=O,-1,101,3,-1.0,4,0.1,0,0,5,.
CCOC(=O)c1cnn(-c2cc(C)nc3c(-c4ccccc4)cnn23)c1N,6,87,-3,1.2,8,-0.2,-1,-8,-3,-2
Cc1ccccc1NC(=O)Nc1cc(S(N)(=O)=O)ccc1C,6,100,13,-0.5,2,0.0,1,-5,0,-10
CNC(=O)CSc1nnc(-c2ccco2)n1-c1cccc(C)c1,2,102,2,-1.0,2,0.1,3,1,4,-20
O=C(C[C@@H]1C/C=C\CC[C@H](Cc2ccc(F)cc2)C(=O)OC[C@@H]2CCCN2C1=O)N[C@H](CO)Cc1ccccc1,.,100,6,-1.1,20,0.1,-4,6,7,-6
CC1CCN(CCCNc2cc(NCCO)c([N+](=O)[O-])c3nonc23)CC1,-1,97,15,-1.3,32,-0.2,-2,-3,-1,-22
CCOC(=O)C1CCN(Cc2cc(C(C)(C)C)c(O)c(C(C)(C)C)c2)CC1,-8,108,15,2.1,-13,1.1,-3,7,0,-1
O=C(Cc1ccccc1)Nc1cccc(NC(=O)c2ccccc2)c1,-4,96,1,-0.2,-3,0.2,0,16,0,-2
COc1ccc(N(C(=O)c2snc(C(N)=O)c2N)C(C(=O)NC2CCCC2)c2ccc(OC)c(OC)c2)cc1 (stereo not drawn),14,99,16,-1.9,-2,0.0,-1,0,-6,-5
Cc1ccc(CCNC(=O)c2cccc(N3CCCC3=O)c2)cc1,2,94,3,-3.4,4,0.4,-1,-20,0,.
Cc1sc2ncnc(N3CCC(C(=O)Nc4ccc(S(N)(=O)=O)cc4)CC3)c2c1C,-2,95,17,-0.1,-11,-0.3,-13,9,-5,-3
O=C(Nc1nnc(SCC(=O)N2CCCCC2)s1)c1c(F)cccc1F,-6,99,4,0.1,4,-0.1,1,-9,-1,-3
COc1ccc(C(=O)NCCCn2ccnc2)cc1[N+](=O)[O-],29,101,10,1.9,4,0.0,0,6,0,-6
CC(O)c1nc2ccccc2n1CC(=O)Nc1ccc(F)cc1Cl (stereo not drawn),0,99,0,-1.3,4,-0.4,1,2,6,-2
COc1ccc(N2CCN(S(=O)(=O)c3ccc(-c4cnc(C5CC5)o4)cc3)CC2)cc1,-7,92,-1,-1.8,-9,-0.2,1,-1,6,.
CCCCN=c1scc(-c2ccc3c(c2)NC(=O)CO3)n1N=C1CCCC1,-17,95,3,-0.7,-11,0.7,-6,-1,1,-7
NC(N)=NN=C1c2ccccc2-c2ccccc21,-10,359,0,-1.2,8,0.2,-1,12,-4,-20
CCOc1ccc(NC(=O)Cc2ccc(S(=O)(=O)N3CCCCC3)cc2)cc1OCC,5,104,12,0.6,-4,0.1,-4,7,-5,-5
Cc1ccc(C)c2nc3sc(C(=O)O)cc3cc12,-6,102,3,0.4,4,-0.3,1,-1,4,-5
COc1ccc(CCNc2nc(-c3cccnc3)cs2)cc1OC,0,90,-5,-1.0,0,0.0,-3,-8,2,-5
CSc1cccc(NC(=O)c2cc(S(=O)(=O)N3CCc4ccccc43)cn2C)c1,8,98,-4,-1.6,-7,0.8,-5,.,-5,-3
O=C(C=C1CCN(c2ncc(C(F)(F)F)cc2Cl)CC1)NNC(=O)Nc1ccc(Cl)cc1,4,95,-4,-0.6,-2,2.7,2,-9,0,-5
COc1ccc(Cl)cc1NC(=O)CC(C)c1ccccc1 (stereo not drawn),.,103,9,-0.6,-6,0.2,-2,0,3,-1
COc1ccc(-c2c(C#N)c(N)nc3sc(C(=O)c4ccccc4)c(N)c23)cc1,-7,114,11,-1.6,2,1.0,-4,-4,-1,-42
O=C(O)c1ccc(CSCc2ccco2)cc1,-25,74*,-1,-2.6,-10,0.4,0,-4,0,.
Cc1ccc(S(=O)(=O)NCc2ccc(C(=O)NC3CCC(O)CC3)cc2)cc1C (stereo not drawn),4,96,3,-1.5,6,-0.3,5,-6,5,-2
COC(=O)[C@@H]1C[C@]2(OC(=O)c3ccccc3)C=CC(=O)C[C@@H]2N1C(=O)OCc1ccccc1,-1,97,16,-0.6,-4,-0.5,-6,-8,-3,-5
Cc1c(NC(=O)c2cccs2)cccc1-c1nc2ccccc2s1,-2,92,27,-1.3,-18,0.1,6,4,-1,-5
COc1ccc(S(=O)(=O)N2CCN(C(=O)c3c(-c4ccccc4)noc3C)CC2)cc1,-4,96,5,-0.7,-20,0.0,-2,5,0,-8
CN(C)C(=O)Cn1cnc2c(cnn2-c2ccccc2Cl)c1=O,-7,105,5,-0.4,8,-0.2,0,-3,4,-8
CCCC(C)NS(=O)(=O)c1ccccc1 (stereo not drawn),-3,100,-2,0.0,3,-0.1,1,-3,-1,.
O=[N+]([O-])c1ccc2c(c1)c(-c1ccccc1)nc1nncn12,1,104,-11,-1.8,2,0.0,7,4,-2,2
O=C(/C=C/c1cccs1)Nc1nncs1,7,97,-9,-1.3,0,0.2,-3,-1,0,-2
C=CCNC(=O)CSc1nc2sc3c(c2c(=O)n1CCCOC)CCC3,-8,99,0,-0.2,-4,0.0,1,3,6,-5
Cc1ccc(C(=O)NCC(=O)NCC(=O)OCc2ccc(Oc3ccc([N+](=O)[O-])cc3)cc2)cc1,14,99,5,0.6,-30,1.8,0,1,-4,.
Cc1cc(C)cc(NC(=S)Nc2ccccn2)c1,-15,100,3,1.4,-1,0.7,1,-3,1,.
CCOCCCNC(=O)C(c1ccc(Cl)cc1)N1CCN(c2ccccc2)CC1 (stereo not drawn),24,95,21,5.3,-7,0.1,-3,0,-6,-7
